Growth percent in the NCI-60 one-dose screen (48 h, 10 µM unless noted): 100 = growth as untreated, 0 = no growth, -100 = all killed.
MDA-MB-435: MDA-MB-435 melanoma. AID 1794794. 7.8% of 82,000 active
UACC-257: UACC-257 melanoma | AID 1794764 | 4.4% of 78,000 active
SK-MEL-28: SK-MEL-28 melanoma. AID 1794761. 4.1% of 81,000 active
SK-MEL-5: SK-MEL-5 melanoma; AID 1794755; 6.4% of 80,000 active
SK-MEL-2: SK-MEL-2 melanoma; 4.7% of 77,000 active; AID 1794763
UACC-62: UACC-62 melanoma; 5.4% of 81,000 active
LOX IMVI: LOX IMVI melanoma | 7.4% of 79,000 active | AID 1794757
MALME-3M: MALME-3M melanoma. AID 1794766. 5.8% of 78,000 active
Numbers without * were called inactive; / = no result given; & = joins results of further samples; ! = a repeat was not active. The calls were made as follows: active = growth percent below 10; inactive = the rest.

Start of the listing, in advance, three compounds:
SMILES	MDA-MB-435	UACC-257	SK-MEL-28	SK-MEL-5	SK-MEL-2	UACC-62	LOX IMVI	MALME-3M
O=C(CN1CCCCC1)NNc1ncnc2ccccc12	102	103	109	101	113	98	94	98
COc1ccc(/C=C2\COc3ccc(O)cc3C2=O)c(OC)c1	-30*	75	64	/	56	50	45	61
COc1ccc(OC)c(NCC(O)c2ccccc2)c1 (configuration not stated)	103	125	116	/	96	107	99	107

The list itself (from the top)
SMILES	MDA-MB-435	UACC-257	SK-MEL-28	SK-MEL-5	SK-MEL-2	UACC-62	LOX IMVI	MALME-3M
O=C(CN1CCCCC1)NNc1ncnc2ccccc12	102	103	109	101	113	98	94	98
COc1ccc(/C=C2\COc3ccc(O)cc3C2=O)c(OC)c1	-30*	75	64	/	56	50	45	61
COc1ccc(OC)c(NCC(O)c2ccccc2)c1 (configuration not stated)	103	125	116	/	96	107	99	107
Oc1[nH]c2ccccc2c1/C=c1/ccc2c(c1)N=C(c1ccc(C(F)(F)F)cc1)N=2	33	67	53	70	28	47	43	74
CC(=O)Nc1ccccc1OC(C)=O	108	123	120	123	/	91	103	129
COc1cc2c3c(n(CCCNC4CCC4)c(=O)c2cc1OC)-c1cc2c(cc1C3=O)OCO2	-66*	/	87	77	/	59	-73*	-46*
O=S(=O)(Nc1ccc(F)c(Cl)c1)c1ccc(-c2cnc(C3CC3)o2)cc1	2.1*	48	62	6.6*	38	28	43	45
Cc1cccc(/C=N/NC(=O)Nc2[nH]c3ccc(S(N)(=O)=O)cc3c2-c2ccccc2)c1	/	108	126	105	94	89	100	103
CCCC(C)(O)C(C)CC (configuration not stated)	110	121	118	108	/	106	106	137
CN(C)c1ccc(C=O)cc1	102	109	111	103	108	109	103	96
CCCCOc1c(N)cc(Cl)cc1C(=O)OCCN(CC)CC	111	78	114	102	91	97	103	102
O=[N+]([O-])c1ccccc1I	112	117	89	108	97	105	108	101
COc1ccc2oc(=O)cc(-c3cc(-c4cc5ccccc5oc4=O)nc(N)c3C#N)c2c1	109	105	115	96	/	95	92	101
COCCCNC(=O)NS(=O)(=O)c1ccc(C)cc1	96	98	105	99	110	104	111	105
O=C(/C=C/c1c(-c2ccc(F)cc2)nc2sccn12)c1ccc(F)cc1	103	86	103	96	93	79	92	117
Cc1ccc2nc(NC(=O)CSc3nc(-c4ccncc4)c(C#N)c(=O)[nH]3)sc2c1	104	113	104	101	119	93	94	100
O=S(=O)(Oc1ccc(-c2cn3ccoc3n2)cc1)c1cc(C(F)(F)F)cc(C(F)(F)F)c1	103	105	104	96	114	88	102	101
CNc1nc(Cl)ncc1C	110	117	118	108	99	104	103	105
Cc1nn(-c2ccc(Cl)cc2)c2ncnc(N/N=C/c3ccccc3O)c12	24&27	9.9*	15&25	-60*	36&12	-37*!	7.4*!	0.6*!
S=c1[nH]ccn1-c1ccccc1Cl	108	23	101	112	118	107	100	120
CCOC(=O)c1nn(C)c(=S)[nH]c1=O	101	95	97	101	107	89	102	102
Fc1cc(C2=NNC(c3ccc[nH]3)C2)ccc1-n1ccc(C(F)(F)F)n1 (configuration not stated)	99	99	104	98	102	81	94	94
O=c1cc(CO)[nH]nc1CO	/	97	100	102	107	97	102	113
CCOC(=O)C(C#N)=C(C(C)CC)C(C)CC (configuration not stated)	112	83	109	111	103	94	97	95
Nc1nc(Cl)cc(=O)n1Cc1ccccc1	93	93	108	108	105	89	92	93
Nc1n[nH]c(CCCO)c1-c1nc2ccccc2c(=O)[nH]1	99	/	111	97	99	104	101	99
CCCCCCN(CCCCCC)CC(O)c1cccc2ccc(Cl)cc12 (configuration not stated)	70	74	88	62	47	51	35	66
Cc1ccc(C(C)C)c(OC(=O)Nc2cc(Cl)ccc2Cl)c1	111	119	124	106	105	98	104	119
COc1ccc2nc3c(cc2c1)C(=O)CC(c1ccccc1)C3 (configuration not stated)	-68*	83	55	30	70	37	36	48
NCCNc1ccc2cc(-c3nc4ccccc4[nH]3)c(=O)oc2c1	101	99	94	94	106	87	85	105
CCCn1nc(C(=O)N2CCCCC2)c2c1CCC(NCCCN1CCCC1=O)C2 (configuration not stated)	100	95	104	100	109	96	97	100
CC(C)=C1CCC(C)C/C1=N/NC(=O)c1ccncc1 (configuration not stated)	/	114	109	111	109	105	95	98
COc1ccc(/C=C/C(=O)c2c(C)oc3nc[nH]c(=O)c23)cc1OC	78	72	95	89	84	78	80	82
CCCCSc1ccccn1	98	99	115	107	125	109	99	129
FC(F)(F)C1(C2CCNCC2)N=N1	102	108	108	101	111	101	100	96
COC(=O)C1CC(=O)C(C(=O)OC)CC1=O (configuration not stated)	107	109	109	108	/	114	102	122
CN1CCN(CCCNc2nccc(-c3c(-c4ccc(F)c(O)c4)nc4sccn34)n2)S1(=O)=O	41	34	13	73	-1.1*	11	51	-10*
CCN1CCN(C(=O)CC[C@@H](C)[C@H]2CC[C@H]3[C@@H]4CC[C@@H]5C(C)(C)NCCC[C@]5(C)[C@H]4CC[C@]23C)CC1	94	105	99	92	102	87	96	101
O=C(N/N=C/c1cccc2ccccc12)C1CC1	98&117	100&103	104&111	97&105	115&99	100&92	92	110
Clc1cc2c(cc1OCCBr)OCO2	104	93	104	103	91	106	93	106
c1cn(C23CC4CC(CC(C4)C2)C3)cn1	100	104	111	105	85	88	105	116
N#Cc1c(-c2ccc(F)cc2)n2c(nc1=O)NNCC2=O	103	112	107	99	116	93	99	115
C#CCOc1ccccc1C(Nc1cc(C)ccc1C)c1nnnn1C1CCCCC1 (configuration not stated)	93	91	95	86	101	52	92	95
CC(=O)OCCCCCN1C=C/C(=C\C(=O)n2ccc3ccccc32)c2ccccc21	102	104	108	99	111	90	94	102
CSc1cnc2ccccc2n1	103	91	110	105	86	97	96	89
COc1c(C(C)=O)c(OCCCCOc2c(C(C)=O)c(OC)c3ccoc3c2OC)c(OC)c2occc12	58	73	96	51	42	56	74	49
CC1CCCC(O)(C[N+](=O)[O-])C1 (configuration not stated)	101	96	/	104	109	89	92	93
COc1c2c(c(Br)c3c1C(CCc1ccccc1)N(C)CC3)OCO2 (configuration not stated)	14	65	19	25	69	16	6.0*	64
Cc1cc(NS(=O)(=O)c2ccc(NC3=C(Cl)C(=O)c4ncccc4C3=O)cc2)no1	108	114	108	100	104	99	99	101
O=S(=O)(O)c1ccc(N=NSc2ccc3ccccc3c2)cc1	100	113	106	100	92	102	87	92
O=C(Nc1ccc2ccccc2c1)c1cccc2ccccc12	51	82	98	86	100	78	89	82
COc1ccc(Nc2nc(N)nc(CN3CC(C)CC(C)C3)n2)cc1 (configuration not stated)	100	103	99	102	92	100	94	101
Brc1cn2ccnc2c(-c2cccs2)n1	112	99	124	99	/	104	103	112
C/C(=N\N=C1\SCC(=O)N1c1ccc(Br)cc1)c1cc2ccccc2oc1=O	102	102	104	103	/	96	102	98
N/C(=N\C(N)=N\c1nc2ccccc2s1)c1ccccc1F	102	107	107	99	100	91	83	97
COc1ccc([C@H]2[C@H](O)C(=O)N2c2cc(OC)c(OC)c(OC)c2)cc1	-13*	/	63	0.1*	/	21	15	60
COc1ccc(NC(=O)CSc2nnc(-c3ccc(-c4nc5ccccc5[nH]4)cc3)o2)cc1	21	36	-72*	14	62	18	-64*	10
Cc1nn(-c2ccccc2)c2ncnc(Nc3ccc(OCc4c(-c5ccccc5)no[n+]4[O-])cc3)c12	93	105	102	90	103	81	101	98
CC1C(=O)NC2=Nc3ccccc3C(=O)NN21 (configuration not stated)	111	114	120	94	96	92	95	104
NC(=O)C1(C(=O)O)OC1(c1ccc(Cl)cc1)c1ccccc1Cl (configuration not stated)	109	107	104	115	108	104	100	/

The results go on:
SMILES	MDA-MB-435	UACC-257	SK-MEL-28	SK-MEL-5	SK-MEL-2	UACC-62	LOX IMVI	MALME-3M
C=CCn1c(SCC(=O)Nc2ccc(Cl)cc2)nnc1-c1ccc(OC)cc1	85	94	78	81	/	40	73	82
CCc1cc(-c2cc(CC)[nH]n2)n[nH]1	98	107	94	99	114	93	90	93
N#C/C(=C(\CCCO)NCCCCCC(=O)O)c1nc2ccccc2c(=O)[nH]1	114	/	114	110	86	105	100	97
Cc1cc2c(C(C)C)c(O)c(O)c(C=NCC(=O)O)c2c(O)c1-c1c(C)cc2c(C(C)C)c(O)c(O)c(C=NCC(=O)O)c2c1O	94	/	89	93	92	103	100	95
Cc1cccc(C2(O)CCCCC2)c1	100	92	104	92	116	98	94	106
Nc1cc(S(=O)(=O)O)cc2cc(S(=O)(=O)O)c(N=Nc3ccc([N+](=O)[O-])cc3)c(O)c12	93	98	103	100	100	99	97	85
CCCCn1c(=O)c(/C=C/c2cc(/C=C/c3cc4cc(Cl)ccc4n(CCCC)c3=O)[nH]n2)cc2cc(Cl)ccc21	111	103	113	/	114	99	104	115
N#CC1=C(N)n2nc(-c3ccccc3)nc2NC1c1ccc(Cl)cc1 (configuration not stated)	107	/	112	97	102	87	95	114
O=C(CSc1nc2ccccc2c(=O)n1-c1ccccc1)Nc1ccc(S(=O)(=O)Nc2ccc(Cl)nn2)cc1	96	88	111	96	108	91	97	96
NC(CO)Cc1cnc[nH]1 (configuration not stated)	98	101	/	101	118	103	88	108
COc1cc(/C=N/NC(=O)c2ccc(C(F)(F)F)nc2Nc2ccc(Cl)cc2C)ccc1O	39	57	43	-61*	19	45	34	15
NS(=O)(=O)c1ccc(Nc2nc(Nc3ccccc3)nc(-n3nc(-c4ccccc4)cc3-c3ccccc3)n2)cc1	27	60	55	39	56	55	/	60
CCOC(=O)C(CCC(=O)c1ccccc1)(NC(C)=O)C(=O)OCC	105	96	111	108	118	100	90	96
CCN(CC)CCNc1ccc(N=Nc2cnc3ccccc3c2)c2ccccc12	-33*	/	-93*	-98*	-77*	-93*	-81*	-57*
CCOC(=O)c1cn(CC)c2cc(N(C)CCc3ccc(OC)c(OC)c3)c(F)cc2c1=O	92	98	108	93	97	103	102	99

A draw from above in order of heavy-atom count, low to high.
SMILES	MDA-MB-435	UACC-257	SK-MEL-28	SK-MEL-5	SK-MEL-2	UACC-62	LOX IMVI	MALME-3M
NC(CO)Cc1cnc[nH]1 (configuration not stated)	98	101	/	101	118	103	88	108
CCc1cc(-c2cc(CC)[nH]n2)n[nH]1	98	107	94	99	114	93	90	93
CC1C(=O)NC2=Nc3ccccc3C(=O)NN21 (configuration not stated)	111	114	120	94	96	92	95	104
NC(=O)C1(C(=O)O)OC1(c1ccc(Cl)cc1)c1ccccc1Cl (configuration not stated)	109	107	104	115	108	104	100	/
CCOC(=O)C(CCC(=O)c1ccccc1)(NC(C)=O)C(=O)OCC	105	96	111	108	118	100	90	96
C=CCn1c(SCC(=O)Nc2ccc(Cl)cc2)nnc1-c1ccc(OC)cc1	85	94	78	81	/	40	73	82
CCN(CC)CCNc1ccc(N=Nc2cnc3ccccc3c2)c2ccccc12	-33*	/	-93*	-98*	-77*	-93*	-81*	-57*
Nc1cc(S(=O)(=O)O)cc2cc(S(=O)(=O)O)c(N=Nc3ccc([N+](=O)[O-])cc3)c(O)c12	93	98	103	100	100	99	97	85
CCOC(=O)c1cn(CC)c2cc(N(C)CCc3ccc(OC)c(OC)c3)c(F)cc2c1=O	92	98	108	93	97	103	102	99
Cc1nn(-c2ccccc2)c2ncnc(Nc3ccc(OCc4c(-c5ccccc5)no[n+]4[O-])cc3)c12	93	105	102	90	103	81	101	98
O=C(CSc1nc2ccccc2c(=O)n1-c1ccccc1)Nc1ccc(S(=O)(=O)Nc2ccc(Cl)nn2)cc1	96	88	111	96	108	91	97	96
NS(=O)(=O)c1ccc(Nc2nc(Nc3ccccc3)nc(-n3nc(-c4ccccc4)cc3-c3ccccc3)n2)cc1	27	60	55	39	56	55	/	60
Cc1cc2c(C(C)C)c(O)c(O)c(C=NCC(=O)O)c2c(O)c1-c1c(C)cc2c(C(C)C)c(O)c(O)c(C=NCC(=O)O)c2c1O	94	/	89	93	92	103	100	95

Additional entries follow:
SMILES	MDA-MB-435	UACC-257	SK-MEL-28	SK-MEL-5	SK-MEL-2	UACC-62	LOX IMVI	MALME-3M
CCOc1ccc(C(=O)O)c(O)c1	104	103	105	100	97	98	111	99
O=C(CCc1nc2c(=O)[nH]c(=S)[nH]c2[nH]c1=O)NC(Cc1ccccc1)C(=O)O (configuration not stated)	101	108	103	101	103	91	102	97
NC(=S)N1NC(=O)C(N=Nc2ccc(S(=O)(=O)N=C(N)N)cc2)C1=O (configuration not stated)	102	118	100	99	116	96	96	112
Nc1ccc(-n2nc3c(c2-c2ccccc2)-c2oncc2CC3)cc1	96	109	104	92	107	87	93	106
COC(=O)c1ccccc1[N+](=O)[O-]	112	98	108	100	96	106	95	93
CCn1cc(C2=C(c3cn(C)c4ncccc34)C(=O)NC2=O)c2cccnc21	65	102	91	86	85	70	67	74
Cc1cnc2c(=O)n(C)c(=O)n(C)c2n1	98	107	113	101	114	102	99	108
COc1ccc2c(c1)CCC1=C2NC(=S)NC1c1cc(I)c(O)c(OC)c1 (configuration not stated)	17	89	79	59	88	63	/	79
COc1ccc(/C=C2\CCCC3=C2N=C2SC=NN2C3c2ccc(OC)c(OC)c2)cc1OC (configuration not stated)	18	55	66	31	109	38	9.2*	/
O=C(CC(=O)OCc1ccccc1)OCc1ccccc1	/	98	99	105	103	97	96	104
Fc1ccc(-c2cc(-c3ccco3)nc(OCCn3cncn3)n2)cc1	103	108	117	103	96	96	102	109
CC(=O)Nc1ccc2nc3ccc(NC(C)=O)cc3[n+](-c3ccccc3)c2c1	123	94	166	96	106	103	97	115
COc1ccc(-c2ccccc2)cc1C(=O)c1ccc(-c2ccccc2)cc1	-7.1*	106	76	73	59	62	77	/
S=c1sc2ccccc2n1CCNc1ccccc1	106	112	104	98	100	91	88	85
CC(=O)OC1CCC(OC(C)=O)CC1 (configuration not stated)	110	115	112	105	/	114	104	114
OC[C@H]1O[C@@H](O[C@@H]2[C@@H](CO)O[C@](O)(CO)[C@H]2O)[C@H](O)[C@@H](O)[C@H]1O	109	111	110	114	110	108	126	150
COc1ccc(Nc2nc3cccnc3nc2C)cc1	116	90	103	105	94	88	90	100
